High-throughput results as filed in PubChem.
S-ASM inh: human S-ASM enzyme inhibition | P17405 | placental ASM, HMU-PC fluorogenic substrate, 60 min | Potency, µM (series often up to 57.5 µM), inactives show at the highest dose activity change, negative = inhibition, most hits filed as inhibitors | actives 0.006% (n = 340,000) | AID 504937; also: potency is read from the fitted curve at half-maximal effect
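qHTS format. ASM enzyme prepared from human placenta hydrolyses the fluorogenic substrate HMU-PC0 (9 uM final) over 60 min at 37 °C after a 10 min compound preincubation.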
USP2a inh: blocks human ubiquitin-specific protease USP2a; O75604; USP2 core, Ub-CHOP2 coupled fluorogenic reporter, 485/531; Potency, µM (titrated, usually from 38.3 µM), without a hit: at the top dose activity change, negative = inhibition, most hits filed as inhibitors; actives 0.01% (n = 330,000); AID 463254;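 also: potency is read from the fitted curve at half-maximal effect; plate controls were DMSO wells for no effect and full inhibition by NEM control for full effect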
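USP2 core (10nM final) preincubated 30min RT with compound in 20mM Tris-HCl pH 8.0, 2mM CaCl2, 2mM beta-mercaptoethanol, 0.05% CHAPS; 25nM Ub-CHOP2 plus 25nM reporter substrate added, fluorescence (Ex485/Em531) read after 60min.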
B2AR arrestin: agonists driving beta-arrestin recruitment to human beta2-adrenergic receptor. Potency, µM (highest dose often 46.1 µM), without a hit: at the top dose activation, actives largely listed as activators. actives 0.02% (n = 330,000). P07550. beta-arrestin recruitment to beta2AR, cell-based reporter. AID 492947;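 also: potency is read from the fitted curve at half-maximal effect; 0% = DMSO controls and full agonism = EC100 isoproterenol or metaproterenol; nearly all actives have a fitted effect of over 65% in size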
ELG1 genotoxic: genotoxicity induction in ELG1-luciferase HEK293T cells. Potency, µM (series often up to 46 µM), for the others: at the top dose activity change, positive = activation, most hits filed as activators. HEK293T ELG1-luciferase reporter, luminescence, 16 h. actives 1.3% (n = 330,000); also: potency is read from the fitted curve at half-maximal effect; % of control where 0% means no effect; nearly all actives have a fitted effect of over 60% in size
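HEK293T cells expressing luciferase-tagged ELG1 were exposed to compound or DMSO vehicle for 16 hr at 37 °C and 5% CO2. Luciferase activity was then measured with ONE-Glo after 30 min at room temperature.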
uPA generation: blocks generation of uPA at the cell surface | actives 0.31% (n = 330,000) | cell surface uPA generation assay, qHTS | Potency, µM (titrated, usually from 38.3 µM), inactives show at the top dose activity change, negative = inhibition, hits mostly inhibitors; active = well fitted inhibition curve with a large enough effect; inconclusive = small, poorly fitted or top-dose-only effect; inactive = no such curve, though single readings can be large or run the other way; tested in mouse RAW 264.7 cells; also: potency is read from the fitted curve at half-maximal effect; % is scaled to controls: 0 for no effect and ±100 for the full control effect; nearly all actives have a fitted effect of over 55% in size
BRCA1 expr act: BRCA1 expression activation | Potency, µM (doses to about 46.1 µM), without a hit: at the highest dose activation, most hits filed as activators | AID 624202 | actives 1.1% (n = 380,000) | MCF7-BRCA1-FFLuc reporter, luminescence, 48 h; response scale: scaled: vehicle 0%, 10 µM genistein 100%; also: potency is read from the fitted curve at half-maximal effect; nearly all actives have a fitted effect of over 80% in size; some results filed as inactive show a strong effect at the top dose
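Luminescence from a BRCA1-driven firefly luciferase in MCF7 cells was the read-out, taken 15 min after substrate addition following 48 h compound exposure at 37 °C. Data were normalized to a 10 microM genistein control and DMSO vehicle.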
TRPV1 ag: human TRPV1 agonism. TRPV1-expressing cells, Fluo-8 calcium influx, agonist mode. actives 0.19% (n = 320,000). Q8NER1. activation, % at 8.33 µM. AID 540275; in the data active = activation above about 80%; inconclusive = between about 30% and that limit; also: 0% is about no effect
Target sequence (Q8NER1 whole entry, looked up): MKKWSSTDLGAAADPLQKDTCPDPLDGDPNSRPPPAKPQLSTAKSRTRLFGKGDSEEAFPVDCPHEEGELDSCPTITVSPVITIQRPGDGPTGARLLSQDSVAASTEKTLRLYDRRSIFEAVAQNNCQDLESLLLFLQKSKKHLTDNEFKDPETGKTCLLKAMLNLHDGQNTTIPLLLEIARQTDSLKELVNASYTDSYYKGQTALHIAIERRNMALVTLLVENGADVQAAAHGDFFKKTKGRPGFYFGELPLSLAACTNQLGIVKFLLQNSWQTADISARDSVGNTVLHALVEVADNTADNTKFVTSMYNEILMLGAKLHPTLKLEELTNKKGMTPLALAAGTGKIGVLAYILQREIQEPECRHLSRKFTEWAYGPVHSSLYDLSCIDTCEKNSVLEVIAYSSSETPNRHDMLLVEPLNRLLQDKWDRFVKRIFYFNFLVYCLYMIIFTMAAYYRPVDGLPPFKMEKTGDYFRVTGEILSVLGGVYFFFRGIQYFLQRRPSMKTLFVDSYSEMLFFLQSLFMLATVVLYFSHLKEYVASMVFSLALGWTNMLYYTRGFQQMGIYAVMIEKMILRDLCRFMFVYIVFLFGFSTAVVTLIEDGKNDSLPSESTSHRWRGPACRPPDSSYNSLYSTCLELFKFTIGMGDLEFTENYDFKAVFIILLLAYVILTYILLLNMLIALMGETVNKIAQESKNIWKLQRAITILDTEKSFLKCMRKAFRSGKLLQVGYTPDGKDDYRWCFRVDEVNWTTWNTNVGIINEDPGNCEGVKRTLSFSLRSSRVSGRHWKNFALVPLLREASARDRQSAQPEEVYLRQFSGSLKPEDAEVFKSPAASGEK
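TRPV1-expressing cells were cultured overnight at 35.5C and loaded with Fluo-8 calcium dye for 40 to 90 min at room temperature. After a 10 s baseline, compound was added and calcium influx was read kinetically for 3 min (ex 480/em 520 nm).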
a7 integrin act: integrin-mediated muscular dystrophy alleviation activation; alpha7betagal myoblasts, beta-gal FDG fluorescence, 48 h; Potency, µM (highest dose often 38.3 µM), for inactives: top-dose activation, hits mostly activators; actives 0.064% (n = 350,000); AID 624291;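 also: potency is read from the fitted curve at half-maximal effect; 100% = response of the positive control SU9516; nearly all actives have a fitted effect of over 60% in size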
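Alpha7betagal+/- myoblasts (passage 13) were plated 16-24 hr, then exposed to compounds (1:260 dilution of DMSO stock) for 48 hours at 37C. After MPER lysis, β-galactosidase reporter activity was read as FDG fluorescence (ex 480/em 540) after 30 minutes.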
p53 reactivator: restores transcriptional activity of mutant p53; H1299 p53-A138V BP100-luciferase reporter, luminescence, 24 h; Potency, µM (doses to about 92.2 µM), for inactives: top-dose activity change, positive = activation, usual class: activators; actives 0.063% (n = 320,000); also: potency is read from the fitted curve at half-maximal effect; % of control where 0% means no effect; nearly all actives have a fitted effect of over 45% in size
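H1299 (p53-null), stable ts p53-A138V + BP100-Luc; 1000 cells/well, Opti-MEM/10% FBS; cpd 4 pt, 1:5; 24 h, 37 deg C, 5% CO2; detection reagent 10 min RT; luminescence.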
PTAP TSG101 blk: blocks PTAP/TSG101 interaction to inhibit HIV-1 budding | Q99816 | Fluorescence polarization, FITC-PTAP peptide / Tsg101 binding | Potency, µM (series often up to 115 µM), without a hit: top-dose activity change, negative = inhibition, hits mostly inhibitors | 340,000 tested, under 10 active | AID 493005; active = well fitted inhibition curve with a large enough effect in the main read-out, with a control signal flat, not every such curve was filed as active; inconclusive = small, poorly fitted or top-dose-only effect, or effect the other way, or a change in a side signal; inactive = no such curve, though single readings can be large or run the other way; also: potency is read from the fitted curve at half-maximal effect; % of control where 0% means no effect
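FP read-out: FITC-PTAP peptide, 50 nM final, binding Tsg101 binding domain, 10 uM final; 20 min, r.t.; 10 mM HEPES pH 7.5, 0.15 M NaCl, 0.01% Tween 20, 3 mM EDTA, 0.1 mM TCEP.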
Eya2 phos inh: Eya2 (human) phosphatase inhibition. actives 0.006% (n = 330,000). O00167. recombinant Eya2, OMFP fluorescence dephosphorylation (OMFP is methylfluorescein phosphate). Potency, µM (highest dose often 76.9 µM), for the others: at the top dose activity, negative = inhibition, hits mostly inhibitors; also: potency is read from the fitted curve at half-maximal effect; % is scaled to controls: 0 for no effect and ±100 for the full control effect
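Eya2 (0.2 uM) preincubated 10 min at ambient with compound, then OMFP substrate added at 50 uM; 10 min reaction in 50 mM HEPES pH 7.5, 50 mM NaCl, 5 uM MgCl2, 0.05% BSA, 1 mM DTT. Fluorescence read at Ex 485/Em 525 nm.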
* marks the source's active call; other numbers are inactive results; [ ] = remark or other dose. Unless noted, calls follow the shape of the dose curve; as a rule, active = well fitted curve in the direction sought with a large enough effect; inconclusive = small, poorly fitted or top-dose-only effect, or another doubt; inactive = no such curve, though single readings can be large; an effect the other way counts as inactive or inconclusive.

For COc1ccc(N=CC2=C(O)CC(C)(C)CC2=O)cc1OC the results were S-ASM inh -1%, USP2a inh 3%, B2AR arrestin 0.3%, ELG1 genotoxic 1%, uPA generation -7%, BRCA1 expr act 2%, TRPV1 ag 1, a7 integrin act 19%, p53 reactivator 1%, PTAP TSG101 blk -1% and Eya2 phos inh 5%.
`O=C(NCc1ccco1)C1CCCN(S(=O)(=O)c2cccc3cccnc23)C1` (configuration not stated) gave S-ASM inh 4%, USP2a inh 1%, B2AR arrestin 0.2%, ELG1 genotoxic -3%, uPA generation 1%, BRCA1 expr act -5%, a7 integrin act -3%, p53 reactivator -3%, PTAP TSG101 blk -11% and Eya2 phos inh 2%.
`O=C(c1nn2c(C(F)(F)F)cc(-c3cccs3)nc2c1Cl)N1CCCc2ccccc21` gave S-ASM inh 7%, USP2a inh -1%, B2AR arrestin -0.9%, ELG1 genotoxic inconclusive, uPA generation -4%, BRCA1 expr act -46%, TRPV1 ag 3, a7 integrin act -39%, p53 reactivator 21%, PTAP TSG101 blk -10% and Eya2 phos inh 1%.
Brc1cccc(-c2nnc(SCc3nc4ccccc4[nH]3)o2)c1 was read as S-ASM inh -2%, USP2a inh -6%, B2AR arrestin -0.9%, ELG1 genotoxic -5%, uPA generation -10%, BRCA1 expr act -17%, TRPV1 ag 2, a7 integrin act -22%, p53 reactivator -8%, PTAP TSG101 blk -2% and Eya2 phos inh 5%.
O=C(CC1C[C@H](C(=O)N2CCOCC2)[C@@]2(CCC3CCCC3)c3[nH]c4ccccc4c3CCN2C1=O)NCCN1CCOCC1 (some centres not stated) was read as S-ASM inh 2%, USP2a inh 0%, B2AR arrestin -0.3%, ELG1 genotoxic 5%, uPA generation 13%, BRCA1 expr act -5%, a7 integrin act 9%, p53 reactivator -1%, PTAP TSG101 blk -2% and Eya2 phos inh -16%.
Screening O=S(=O)(NC1C2CC3CC(C2)CC1C3)c1ccc(F)cc1 (configuration not stated) returned S-ASM inh -2%, USP2a inh 0%, B2AR arrestin 0.1%, ELG1 genotoxic 1%, uPA generation 0%, BRCA1 expr act -23%, TRPV1 ag 2, a7 integrin act 3%, p53 reactivator 14%, PTAP TSG101 blk 1% and Eya2 phos inh -5%.
COc1cc(NC(=O)C2COc3ccccc3O2)c(OC)cc1Cl (configuration not stated) was read as S-ASM inh -26%, USP2a inh -1%, B2AR arrestin 0.1%, ELG1 genotoxic -6%, uPA generation 5%, BRCA1 expr act -19%, a7 integrin act inconclusive, p53 reactivator 5%, PTAP TSG101 blk 3% and Eya2 phos inh 6%.
Cc1nc2sccc2c(=O)n1N was read as S-ASM inh 0%, USP2a inh 1%, B2AR arrestin 0.0%, ELG1 genotoxic 2%, uPA generation 6%, BRCA1 expr act 9%, TRPV1 ag 0, a7 integrin act -24%, p53 reactivator -2%, PTAP TSG101 blk -2% and Eya2 phos inh 5%.
For O=C(CCNS(=O)(=O)c1ccc(F)c(F)c1)NCCN1CCOCC1 the results were S-ASM inh 2%, USP2a inh 6%, B2AR arrestin 0.2%, ELG1 genotoxic -1%, uPA generation 7%, BRCA1 expr act -2%, a7 integrin act -8%, p53 reactivator -3%, PTAP TSG101 blk -2% and Eya2 phos inh 4%.
For CCC(C)(C)n1nnnc1C(C(C)C)N1CCC(C(N)=O)CC1 (configuration not stated) the results were S-ASM inh 1%, USP2a inh 0%, B2AR arrestin 3.5%, ELG1 genotoxic -46%[inhibitor], uPA generation 4%, BRCA1 expr act 6%, TRPV1 ag 1, a7 integrin act 2%, p53 reactivator -5%, PTAP TSG101 blk -3% and Eya2 phos inh -29%.
Screening Cc1ccc(C(=O)NCc2ccco2)cc1Br returned S-ASM inh 1%, USP2a inh 4%, B2AR arrestin 0.1%, ELG1 genotoxic 6%, BRCA1 expr act 21%, TRPV1 ag 9, a7 integrin act -2%, p53 reactivator 1%, PTAP TSG101 blk -10% and Eya2 phos inh 2%.
For O=C(C1CCCCC1)N1CCc2[nH]c3ccc(F)cc3c2C1 the results were S-ASM inh -5%, USP2a inh 3%, B2AR arrestin 1.2%, ELG1 genotoxic -4%, uPA generation -3%, BRCA1 expr act -1%, TRPV1 ag inconclusive, a7 integrin act inconclusive, p53 reactivator -2%, PTAP TSG101 blk -6% and Eya2 phos inh -27%.
`Cc1nc2ncnn2c(C)c1CCC(=O)N1CC(C)CC(C)C1` (configuration not stated) gave S-ASM inh 7%, USP2a inh 6%, B2AR arrestin 0.1%, ELG1 genotoxic 0%, uPA generation 3%, BRCA1 expr act 3%, TRPV1 ag -3, a7 integrin act -11%, p53 reactivator -1%, PTAP TSG101 blk -3% and Eya2 phos inh -5%.
O=C(Nc1cccc(NC(=S)NC(=O)c2cccs2)c1)c1ccccc1 was read as S-ASM inh -2%, USP2a inh 0%, B2AR arrestin -0.1%, ELG1 genotoxic 9%, uPA generation -3%, BRCA1 expr act -15%, TRPV1 ag 23, a7 integrin act 13%, p53 reactivator -1%, PTAP TSG101 blk -3% and Eya2 phos inh -2%.
O=S(=O)(NCc1ccccc1)c1cccc2nsnc12 was read as S-ASM inh -4%, USP2a inh -6%, B2AR arrestin -0.8%, ELG1 genotoxic -5%, uPA generation -10%, BRCA1 expr act 5%, TRPV1 ag -3, a7 integrin act -4%, p53 reactivator 1%, PTAP TSG101 blk 2% and Eya2 phos inh -8%.
`Cc1nc(SCC(=O)N2CCc3ccccc32)n[nH]1` gave S-ASM inh 1%, USP2a inh 1%, B2AR arrestin 0.0%, ELG1 genotoxic inconclusive, uPA generation 2%, BRCA1 expr act inconclusive, TRPV1 ag -1, a7 integrin act 0%, p53 reactivator inconclusive, PTAP TSG101 blk -1% and Eya2 phos inh 9%.
For Cc1ccc(NC(=O)c2ccc(-n3cccn3)nc2)cc1 the results were S-ASM inh -1%, USP2a inh 2%, B2AR arrestin -0.3%, ELG1 genotoxic 10%, uPA generation 4%, BRCA1 expr act 9%, TRPV1 ag 28, a7 integrin act -1%, p53 reactivator -2%, PTAP TSG101 blk -1% and Eya2 phos inh 18%.
`COc1ccc(OCCCC(=O)Nc2cc([N+](=O)[O-])ccc2C)cc1` gave S-ASM inh 1%, USP2a inh 3%, B2AR arrestin -0.6%, ELG1 genotoxic -6%, uPA generation -4%, BRCA1 expr act 0%, TRPV1 ag 4, a7 integrin act 22%, p53 reactivator -9%, PTAP TSG101 blk 0% and Eya2 phos inh 1%.
For COc1cccc(C(=O)NCc2ccc(N3CCN(C(=O)OC(C)(C)C)CC3)cc2)c1 the results were S-ASM inh -1%, USP2a inh 4%, B2AR arrestin 0.0%, ELG1 genotoxic -7%, uPA generation 0%, BRCA1 expr act -36%, TRPV1 ag 6, a7 integrin act -30%, p53 reactivator -3%, PTAP TSG101 blk -5% and Eya2 phos inh -2%.
CC1CCCCC1NCC#CCOc1ccc(Cl)cc1 (configuration not stated) was read as S-ASM inh 4%, USP2a inh -1%, B2AR arrestin -0.1%, ELG1 genotoxic -4%, uPA generation -18%, BRCA1 expr act -16%, TRPV1 ag 3, a7 integrin act 2%, p53 reactivator 8%, PTAP TSG101 blk -5% and Eya2 phos inh 1%.
Screening C=CCCC(=O)Nc1nc(C)c(-c2csc(Nc3ccc(Cl)cc3)n2)s1 returned S-ASM inh inconclusive, USP2a inh -2%, B2AR arrestin -0.1%, ELG1 genotoxic -8%, uPA generation -15%, BRCA1 expr act -28%, TRPV1 ag -3, a7 integrin act -21%, p53 reactivator -4%, PTAP TSG101 blk -2% and Eya2 phos inh -9%.
Screening CC(=O)Nc1cc2c(ccc3ccccc32)oc1=O returned USP2a inh 4%, B2AR arrestin 0.3%, ELG1 genotoxic -16%, uPA generation -3%, BRCA1 expr act 42%, TRPV1 ag 5, a7 integrin act -21%, p53 reactivator -1%, PTAP TSG101 blk 0% and Eya2 phos inh -23%.

Retrieved one by one from the entries so far, 2 records:
`Cc1nc(SCC(=O)N2CCc3ccccc32)n[nH]1` gave S-ASM inh 1%, USP2a inh 1%, B2AR arrestin 0.0%, ELG1 genotoxic inconclusive, uPA generation 2%, BRCA1 expr act inconclusive, TRPV1 ag -1, a7 integrin act 0%, p53 reactivator inconclusive, PTAP TSG101 blk -1% and Eya2 phos inh 9%.
Screening Cc1ccc(C(=O)NCc2ccco2)cc1Br returned S-ASM inh 1%, USP2a inh 4%, B2AR arrestin 0.1%, ELG1 genotoxic 6%, BRCA1 expr act 21%, TRPV1 ag 9, a7 integrin act -2%, p53 reactivator 1%, PTAP TSG101 blk -10% and Eya2 phos inh 2%.

No enrichment for hits; any-hit rate near 2.6%.
